Screening results from PubChem BioAssay.
PL biosyn Enam: phospholipid synthesis inhibitors, CHO cells, primary screen, ZR-82 cells, Enamine library, screen 3. ZR-82 CHO cells, pyrene fatty acid UV survival, CellTiter Blue; peroxisome-deficient CHO-K1 mutant line; plus DGAT-1, DGAT-2 and ACAT inhibitors. calls only at 10 µM. hit rate 0.4% among 20,000;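 active = cell survival signal 2 SD away from solvent-only control wells, confirmed on one or two retests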;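 also: 3 h compound exposure then viability read about one day after UV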
Calls only; i = inactive.

Start of the data: the first two compounds as a preview:
SMILES | PL biosyn Enam
Cc1ccc(NP2(=S)/C(=C3/N(C)c4ccccc4C3(C)C)C=Nc3c2c(C)nn3-c2ccccc2)c(C)c1 (stereo not given) | i
CC(C)(C)c1nc2ccc(N)cc2[nH]1 | i

The whole of this part, from the start:
SMILES | PL biosyn Enam
Cc1ccc(NP2(=S)/C(=C3/N(C)c4ccccc4C3(C)C)C=Nc3c2c(C)nn3-c2ccccc2)c(C)c1 (stereo not given) | i
CC(C)(C)c1nc2ccc(N)cc2[nH]1 | i
c1ccc2cc(Sc3ncnc4sc5c(c34)CCCC5)ccc2c1 | i
C(=N\Nc1ccc(-n2ccnc2)nn1)/c1ccccc1 | i
O=C1NC(=O)/C(=C/c2cc(Br)c(Sc3ccc(Cl)cc3)o2)S1 | i
CN1CCN(P(/C=C2\N(C)c3ccccc3C2(C)C)(=Nc2ccc(F)cc2)c2ccccc2)CC1 (stereo not given) | i
Oc1ccc(F)cc1C1=NNC(c2cc(Br)cc3c2OCOC3)C1 (stereo not given) | i
Cn1c(C23CC4CC(CC(C4)C2)C3)nc2ccccc21 | i
C=CCSc1nc2cc(S(N)(=O)=O)ccc2n1CC | i
Cn1c(-c2ccncc2)nn(CN2CCCC2)c1=S | i
Nc1cc(Nc2ncnc3sc4c(c23)CCC4)ccc1OC(F)(F)C(F)F | i
COCc1cnc(C)nc1N | i
O=C(Cn1c(=O)oc2ccccc21)N1CCSc2ccccc21 | i
C=CCn1c(SCC(=O)N2CCCCCC2)nc2scc(C3CC3)c2c1=O | i
Oc1cccc(/C=N/n2cnnc2)c1O | i
c1ccc2oc(CSc3nnc4ccccn34)nc2c1 | i
CCn1c(C)cc(C(=O)CSc2nnc(N)s2)c1C | i
CC1CN(C(=S)NC(=O)C2CCCC2)CCN1C(=S)NC(=O)C1CCCC1 (stereo not given) | i
Cc1csc(SCC(=O)N(C2CCCC2)C2CCS(=O)(=O)C2)n1 (stereo not given) | i
Cc1ccc(/C=N/n2c(-c3ccc(C)c(C)c3)csc2=NC(C)C)s1 | i
CC(C)NC(=S)N/N=C/c1ccc[nH]1 | i
Cc1nnc(SCC(=O)NC(=O)NC2CCCCC2)n1C1CCCCC1 | i
CC(C)CCN1C(=O)CC(N2CCN(S(=O)(=O)c3ccc(Br)s3)CC2)C1=O (stereo not given) | i
O=S(=O)(NC12CC3CC(CC(C3)C1)C2)c1ccc(Cl)c(Cl)c1 | i
Cc1nc(SCC(=O)N(CC(C)C)C2CCS(=O)(=O)C2)c2c(C)c(C)sc2n1 (stereo not given) | i
CN1/C(=C/C(=O)C(F)(F)C(F)(F)C(F)(F)F)Sc2ccccc21 | i
O=C(/C(=C/c1cccs1)c1cccs1)N1CCCCCC1 | i
Cc1ccc(-c2csc3n[nH]c(=S)n23)cc1 | i
O=C(OCc1nc2ccsc2c(=O)[nH]1)C12CC3CC(CC(Cl)(C3)C1)C2 | i
O=[N+]([O-])c1ccc(-c2cn3c(n2)CCc2ccc4cccnc4c2-3)cc1 | i
C(=C\c1ccccc1)/C1=NN(c2ccc(/C=C/c3ccc(-c4nnc(-c5ccccc5)o4)cc3)cc2)C(c2ccccc2)C1 (stereo not given) | i
CCCCCCCCCCNS(=O)(=O)c1cc(S(=O)(=O)c2ccc(Cl)c(S(=O)(=O)NCCCCCCCCCC)c2)ccc1Cl | i
CN1CCN(/N=C/c2nc(-c3ccccc3)n3ccccc23)CC1 | i
OCc1cn(-c2ccccc2)nc1-c1cc2ccccc2o1 | i
CCC1(C)NC(=O)N(/N=C/c2ccc(N3CCCCC3)s2)C1=O (stereo not given) | i
CCc1nn2c(=O)cc(CSc3nnc(Cc4cccs4)n3C3CC3)nc2s1 | i
Nc1ccc2c(c1)-c1ccccc1C2 | i
CN=c1scc(-c2ccccc2Br)n1/N=C/c1ccco1 | i
Cc1ccc(C2=CSC3=NS(=O)(=O)CCN23)cc1 | i
S=c1[nH]nc(NCc2ccco2)s1 | i
O=C(Cn1ncc(Cl)c(Cl)c1=O)N(C1CC1)C1CCS(=O)(=O)C1 (stereo not given) | i
O=C(CN1CCN(Cc2cc(=O)n3c4c(sc3n2)CCCC4)CC1)N1CCCC1 | i
NC1=NC2(CCC(c3ccccc3)CC2)n2c(nc3cc4c(cc32)OCCCO4)N1 (stereo not given) | i
C=CS(=O)(=O)Oc1cc(C)cc(C)c1 | i
Nc1cc(S(=O)(=O)N2CCCC2)ccc1Oc1ccc([N+](=O)[O-])cc1 | i
O=S(=O)(Nc1ccc2c(c1)CCC2)c1ccc(S(=O)(=O)N2CCCC2)cc1 | i
O=[N+]([O-])c1ccc(SN2c3ccccc3CCc3ccccc32)cc1 | i
S=c1nc(-c2ccccc2Cl)[nH]c2ccccc12 | i
O=S(=O)(c1ccc2c(c1)OCCCO2)N1CCC(c2nc3ccccc3s2)CC1 | i
Brc1ccccc1C=C(c1nc2ccccc2s1)c1nc2ccccc2s1 | i
NC(=S)N/N=C/c1ccc(-c2nc3ccccc3s2)o1 | i
O=C(Cc1cccs1)OCc1cc(=O)n2ccsc2n1 | i
S=C(Nc1ccc(Oc2ccccc2)cc1)Nc1ccc2c(c1)OCO2 | i
O=S1(=O)CCN2N=C(SCc3c(Cl)cccc3Cl)SC2=N1 | i
Cc1ccc(-c2cc(-c3nnco3)c3ccccc3n2)cc1 | i
O=S(=O)(c1ccc(Nc2ccc(F)cc2)nc1)N1CCOCC1 | i
Cc1cc(C)[nH]c(=S)n1 | i
Fc1ccc(NC(=S)NN(c2ccccc2)c2ccccc2)cc1 | i
COC(=O)NC(NC(=S)Nc1ccc(Cl)c(Cl)c1)C(Cl)(Cl)Cl (stereo not given) | i
Cc1c(Sc2ccccc2[N+](=O)[O-])c2ccccn2c1Sc1ccccc1[N+](=O)[O-] | i

Following part.
SMILES | PL biosyn Enam
CNC(=O)C(O)C(O)C(=O)NC (stereo not given) | i
CN=c1scc(-c2ccc(F)cc2)n1/N=C(\C)c1ccc(O)cc1O | i
O=C1CCC(C(=O)OCn2nnc3ccccc3c2=O)=NN1 | i
O=C1NC2(CCCCC2)C(=O)N1CN1CCN(S(=O)(=O)c2ccc3c(c2)OCCCO3)CC1 | i
CCn1c(O)c(C2=c3cc(Cl)cc(Cl)c3=NC2=O)sc1=S | i
c1ccc2c(C3=NNC(=NC4CCCCC4)SC3)c[nH]c2c1 | i
NC1=C(C(=O)NC2CC2)C(=NC2CCCCC2)SC1C(=O)Nc1cc(Cl)ccc1Cl (stereo not given) | i
CC1CC(NC(=O)c2cc3c(=O)n4ccccc4nc3s2)CC(C)(C)C1 (stereo not given) | i
Cc1nn(C)c(C)c1NC(=O)C(C)Sc1nnc(NC2CC2)s1 (stereo not given) | i
NC(=O)c1sc2nc3c(c(-c4ccco4)c2c1N)CCC3 | i
NC(=O)N=C([O-])C[P+](c1ccccc1)(c1ccccc1)c1ccccc1 | i
CCOC(=O)c1nc(S(C)(=O)=O)ncc1Cl | i
O=C(Nc1nn2cnnc2s1)C1CC=CCC1 (stereo not given) | i
NC1=NC(c2ccc(F)c(F)c2)n2c(nc3cc4c(cc32)OCCCO4)N1 (stereo not given) | i
CC1CCN(Cc2nc(SC3CCCC3)c3c4c(sc3n2)CCC4)CC1 | i
FC(F)(F)c1ccc2c(c1)nc(-c1ccc(Cl)cc1)c1nccn12 | i
COc1ccc(N2CC(O)(c3ccc([N+](=O)[O-])cc3)[N+]3=C2SCCC3)cc1 (stereo not given) | i
O=[N+]([O-])c1cc(S(=O)(=O)N2CCCC2)ccc1NC1CCS(=O)(=O)C1 (stereo not given) | i
COc1ccc(C2C=C(c3ccccc3)Nc3nnnn32)cc1 (stereo not given) | i
C=C(C)CNC(=S)N/N=C/c1ccsc1 | i
CCOC(=O)c1[nH]c(C)c(C(=O)OCC(=O)N2CCCC2=O)c1C | i
O=c1cc(CSc2nnc(-c3ccc4c(c3)OCO4)o2)nc2sccn12 | i
C/C(=N\Nc1nc2ccccc2[nH]1)c1ccc2c(c1)Nc1ccccc1S2 | i
O=C(CSc1nncs1)NCC1CCCCC1 | i
Cc1sc2ncnc(N=Nc3c(O)[nH]c4ccc(C(C)C)cc34)c2c1C | i
CN(C1CCS(=O)(=O)C1)S(=O)(=O)c1ccc2ccccc2c1 (stereo not given) | i
CN=c1scc(-c2ccc(OC(F)F)cc2)n1/N=C/c1ccc(C(C)C)cc1 | i
COc1ccc(NC(NC(=O)OCC2CCCO2)C(Cl)(Cl)Cl)cc1[N+](=O)[O-] (stereo not given) | i
C=C(Br)Cn1c(/C=C/c2ccccc2)nc2ccccc21 | i
O=S(=O)(Nc1nc2ccccc2nc1Sc1nc2ccccc2s1)c1ccccc1 | i
O=C(N=C1N=C2C=CC(I)=CN2Cc2ccccc21)c1c(F)cccc1F | i
CSc1ccc(/C=C/c2nc3cc(-c4ccccc4)ccc3o2)cc1 | i
C(=C\c1nc2c(ccc3ccccc32)s1)/c1ccc2c(c1)OCCO2 | i
FC(F)(F)Oc1ccc(N=Cc2cccs2)cc1 | i
COCCN1C(=O)/C(=C/c2c(N3CCOCC3)nc3c(C)cccn3c2=O)SC1=S | i
CC(=O)N1CN(C(C)(C)C)Cc2c1sc1c2CCCC1 | i
COc1cc(-c2nnc(SCc3nc4ccccc4o3)o2)cc(OC)c1OC | i
Cc1nn(Cc2cc(-c3ccco3)on2)c(C)c1[N+](=O)[O-] | i
Oc1ccc(/C=N/n2cnnc2)c(O)c1 | i
O=C(NC(=O)C(F)(F)F)Nc1nncs1 | i
S=C(NCCN1CCOCC1)NNc1c(Cl)cc(Cl)cc1Cl | i
Nc1nc(SCc2ccccc2)ns1 | i
CC(NC(=S)Nc1ccc(SC(F)(F)C(F)(F)C(F)(F)F)cc1)C1CC2CCC1C2 (stereo not given) | i
Cc1sc2nc(CN3CCCCC3)nc(N)c2c1C | i
CC1CCCC(NC(=S)c2ccc(C(C)(C)C)cc2)C1C (stereo not given) | i

Some of the entries so far, with tabs:
mol	PL biosyn Enam
O=C1NC2(CCCCC2)C(=O)N1CN1CCN(S(=O)(=O)c2ccc3c(c2)OCCCO3)CC1	i
CC1CCN(Cc2nc(SC3CCCC3)c3c4c(sc3n2)CCC4)CC1	i
O=S(=O)(Nc1ccc2c(c1)CCC2)c1ccc(S(=O)(=O)N2CCCC2)cc1	i
NC(=O)N=C([O-])C[P+](c1ccccc1)(c1ccccc1)c1ccccc1	i
Cc1sc2nc(CN3CCCCC3)nc(N)c2c1C	i

(further entries)
SMILES | PL biosyn Enam
COC(=O)C1=C(C(=O)OC)C(C(=O)OC)N2C=Cc3ccccc3C2=C1C(=O)OC (stereo not given) | i
CCN1CCN(C(=NC2(C(Cl)(Cl)Cl)Oc3cc(Cl)c(Cl)cc3O2)C(F)(F)F)CC1 | i
Fc1ccccc1-c1cn(-c2ccccc2)c2[n+]1CCCS2 | i
O=C(/C=C/c1cc(Br)ccc1F)OC1CCCC1=O (stereo not given) | i
COc1cc(/C=C2\SC(=S)N(C3CCS(=O)(=O)C3)C2=O)cc(Br)c1O (stereo not given) | i
O=C(NC1CCCC1)c1cc([N+](=O)[O-])c[nH]1 | i
COc1ccc2nc(SCc3nc4ccccc4s3)[nH]c2c1 | i
CCCCc1nnc(NC(=O)CCN2C(=O)C3CC=CCC3C2=O)s1 (stereo not given) | i
CCSc1nnc(SCC(=O)c2cc(C)n(C)c2C)s1 | i
CCOC(=O)c1cnn(-c2sc(C(=O)OCC)c(C)c2C(=O)OCC)c1N | i
C=C1c2cc3c(cc2NC(=S)N1c1cccc(C(F)(F)F)c1)OCO3 | i
CC1=NN(c2ccccc2)C(N)/C1=N\Nc1ccc2sc(C)nc2c1 (stereo not given) | i
O=C1NC(=O)C(Cc2ccccc2)S1 (stereo not given) | i
Cc1c(N=C2C=C(Br)C(=O)C(Br)=C2)c(=O)n(-c2ccccc2)n1C | i
Cc1ccc2cc(C)c(N3CC4(C)CC3CC(C)(C)C4)nc2c1 (stereo not given) | i
S=c1n(CN2CCN(c3ccccc3)CC2)nc(-c2cccs2)n1CC1CCCO1 (stereo not given) | i
CC(=O)OC1OCCOC1OC(C)=O (stereo not given) | i
O=C(CN1C(=O)NC2(CCCC2)C1=O)N1CCN(c2ncccn2)CC1 | i
O=C(NN1C(=O)NC2(CCCCC2)C1=O)c1cccs1 | i
COC1C=CC(CNC(=O)c2cc3c(=O)n4ccccc4nc3n2C)(OC)O1 (stereo not given) | i
Oc1c(Br)cc(Br)cc1/C=N/Nc1ccc(F)cc1F | i
CN(C)C=Nc1ncnc2c1cnn2-c1ccc(C(F)(F)F)cn1 | i
CN(C1CCCCC1)S(=O)(=O)c1ccc(SCc2cc(=O)n3ccsc3n2)nc1 | i
CCOC(=O)C1=C(COC(=O)c2ccc([N+](=O)[O-])s2)NC(=O)NC1C (stereo not given) | i
NC(=O)c1c(NC(=O)CCNC(=O)c2ccco2)sc2c1CCC2 | i
C=CCNC(=S)Nc1ccc(Cl)cc1Cl | i
CC1=C/C(=N/NC(=O)c2cc3c(s2)CCCC3)CC1 | i
CN(Cc1nccn1C)c1ncnc2sc3c(c12)CCCC3 | i
S=C(N=P(N1CCCCC1)(N1CCCCC1)C12CC3CC(CC(C3)C1)C2)N1CCCCCC1 | i
O=C(OC1CCCCC1)C1CCCN(C2=NS(=O)(=O)c3ccccc32)C1 (stereo not given) | i
C/C(CC(=O)C(F)(F)F)=N\NC(=O)CCN1CC(C)OC(C)C1 (stereo not given) | i

Seven consecutive records from above, for reference:
SMILES | PL biosyn Enam
S=c1n(CN2CCN(c3ccccc3)CC2)nc(-c2cccs2)n1CC1CCCO1 (stereo not given) | i
CC(=O)OC1OCCOC1OC(C)=O (stereo not given) | i
O=C(CN1C(=O)NC2(CCCC2)C1=O)N1CCN(c2ncccn2)CC1 | i
O=C(NN1C(=O)NC2(CCCCC2)C1=O)c1cccs1 | i
COC1C=CC(CNC(=O)c2cc3c(=O)n4ccccc4nc3n2C)(OC)O1 (stereo not given) | i
Oc1c(Br)cc(Br)cc1/C=N/Nc1ccc(F)cc1F | i
CN(C)C=Nc1ncnc2c1cnn2-c1ccc(C(F)(F)F)cn1 | i

Some of the compounds tested; count on the stated rates, not on these rows.
